High-throughput results from PubChem.
KCNK3 inh: human KCNK3 channel inhibitors, primary screen, CHO cells, FluxOR thallium flux, B-score; Potassium channel subfamily K member 3 (Homo sapiens), O14649; FluxOR fluorescence; active compounds read low; B-score at 10 µM; 340,000 compounds, 0.84% hits; AID 602410, 2012;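 active = B-score under library mean minus 4 SD, starting fluorescence ratio at most library mean plus 5 SD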;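 note: more negative B-score means stronger inhibition of thallium flux through KCNK3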
RGS4 pot: RGS4 potentiators or activators, primary screen, cell-based, HEK293 M3R inducible RGS4, calcium flux. carbachol calcium flux Fluo4; active compounds read low. B-score at 10 µM. 310,000 compounds, 0.92% hits. AID 463111, 2010;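 active = B-score of the integrated calcium signal more than 4 SD below the library mean, with starting fluorescence not abnormally high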;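 note: negative B-score means reduced calcium response which marks RGS4 activation or potentiation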
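System: HEK293 FlpIn-TREx cells, stable M3R, doxycycline-inducible RGS4. Timing: overnight RGS4 induction, 30 min dye load 37 °C, 20 min compound RT. Also added: carbachol, ECmax concentration. Measured by: Fluo4 fluorescence kinetic imaging of calcium. Evaluation: integrated calcium ratio converted to B score.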
KCNK9 inh: KCNK9 potassium channel inhibitors, primary screen, HEK293 cells, thallium flux; Potassium channel subfamily K member 9 (Homo sapiens), Q9NPC2; FluxOR thallium flux fluorescence; active compounds read low; B-score at 10 µM; 310,000 compounds, 1.2% hits;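 active = ratio B-score over 3 SD below the library mean, with starting fluorescence within 5 SD of its mean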;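 note: negative B-score means less thallium flux so channel inhibition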
hERG rescue: hERG rescue from dofetilide block, primary screen, cell-based, CHO-hERG, FluxOR thallium flux, dofetilide IC70; 310,000 compounds, 0.51% hits; activation (rescue from dofetilide block), less the hit threshold, % at 10 µM; Voltage-gated inwardly rectifying potassium channel KCNH2 (Homo sapiens), Q12809; dofetilide IC70 present; AID 1511, 2009;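 active = activation above the mean of controls blocked by dofetilide plus 5 SD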;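 note: thallium influx through hERG after potassium depolarization seen as dye fluorescence rise; in these data hits start at about 4.7%; inactives centre near -7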
Target sequence (Q12809 whole entry, looked up): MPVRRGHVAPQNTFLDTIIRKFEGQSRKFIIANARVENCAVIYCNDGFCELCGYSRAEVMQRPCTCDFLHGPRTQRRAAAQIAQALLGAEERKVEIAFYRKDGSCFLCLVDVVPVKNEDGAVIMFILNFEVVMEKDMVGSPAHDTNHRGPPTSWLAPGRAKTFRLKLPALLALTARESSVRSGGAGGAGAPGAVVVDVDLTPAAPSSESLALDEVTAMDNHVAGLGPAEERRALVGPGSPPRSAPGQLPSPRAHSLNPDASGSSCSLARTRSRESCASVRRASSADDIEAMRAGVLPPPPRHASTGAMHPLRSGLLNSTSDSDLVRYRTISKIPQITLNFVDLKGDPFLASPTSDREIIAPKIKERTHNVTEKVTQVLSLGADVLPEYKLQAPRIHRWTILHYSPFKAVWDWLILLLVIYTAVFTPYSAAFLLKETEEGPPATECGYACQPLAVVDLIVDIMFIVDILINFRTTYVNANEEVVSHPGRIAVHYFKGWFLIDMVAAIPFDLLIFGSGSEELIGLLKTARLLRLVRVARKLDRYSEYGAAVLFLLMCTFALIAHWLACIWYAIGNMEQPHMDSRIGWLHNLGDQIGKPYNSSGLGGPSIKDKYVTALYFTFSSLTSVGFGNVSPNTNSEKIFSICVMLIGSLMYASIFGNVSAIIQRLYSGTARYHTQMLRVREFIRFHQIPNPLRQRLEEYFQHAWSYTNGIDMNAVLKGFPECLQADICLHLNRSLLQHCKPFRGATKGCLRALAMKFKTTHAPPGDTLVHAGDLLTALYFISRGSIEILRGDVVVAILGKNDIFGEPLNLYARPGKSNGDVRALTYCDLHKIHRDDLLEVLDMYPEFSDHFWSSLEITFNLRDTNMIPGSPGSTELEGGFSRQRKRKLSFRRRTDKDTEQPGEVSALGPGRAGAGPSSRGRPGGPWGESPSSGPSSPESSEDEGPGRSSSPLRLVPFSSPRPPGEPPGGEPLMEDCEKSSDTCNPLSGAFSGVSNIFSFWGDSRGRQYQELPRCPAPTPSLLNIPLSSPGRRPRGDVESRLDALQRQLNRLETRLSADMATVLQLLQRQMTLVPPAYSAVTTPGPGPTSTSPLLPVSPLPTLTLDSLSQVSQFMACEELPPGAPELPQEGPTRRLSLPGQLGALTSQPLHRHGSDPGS
KCNQ1 block: inhibitors of human KCNQ1 channel, primary screen, cell-based, thallium flux, high-throughput; B-score at 10 µM; 310,000 compounds, 1.3% hits; AID 2642, 2010; CHO-K1 KCNQ1, FluxOR thallium flux fluorescence; active compounds read high; Potassium voltage-gated channel subfamily KQT member 1 (Homo sapiens), P51787;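 active = compounds whose thallium flux B-score, printed positive for inhibition, exceeds three library SD while starting fluorescence stays within three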;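 note: channel opened by potassium depolarization with thallium stimulus after 20 min compound exposure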
Dyrk1A ADPGlo: rat Dyrk1A kinase inhibitors, primary screen, biochemical, single point, plate reader; inhibition, % at 12.5 µM; ADP-Glo luminescence, NFATc1 peptide; 310,000 compounds, 0.43% hits; in the data active = inhibition above about 50%;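 note: plate controls were vehicle with enzyme for no effect and no enzyme for full effect; many of its hits are not listed in these tables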
RGS4 block: RGS4 inhibitors, primary screen, cell-based, HEK293 M3R inducible RGS4, calcium flux; Fluo-4 calcium flux; active compounds read high; triggered by carbachol at its EC20; B-score at 10 µM; Regulator of G-protein signaling 4 (Homo sapiens), P49798; 310,000 compounds, 0.45% hits; AID 463165, 2010;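 active = B-score, a plate-corrected calcium signal, over three deviations above library mean, with baseline fluorescence within five deviations of library mean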;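 note: RGS4 expression induced by doxycycline in cells with stable M3 receptor; B-score is computed from the integrated fluorescence ratio over baseline after carbachol; higher B-score means a larger calcium signal and so more RGS4 inhibition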
GSK3B inh: human GSK3beta kinase inhibitors, primary screen, biochemical, cell-free homogeneous, HTS | 300,000 compounds, 0.038% hits | activity score (negative = inhibition), % at 10 µM | Glycogen synthase kinase-3 beta (Homo sapiens), P49841 | GST-GSK3beta kinase, ADP-Glo luminescence, 60 min; active compounds read low | AID 2097, 2009;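 active = more than half of replicate wells score below -50%, meaning over 50% inhibition versus plate controls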;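 note: 0% = median DMSO wells and -100% = median GW8510 positive control wells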
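Test system: GST-tagged human GSK3beta kinase, cell-free; evaluation: activity score scaled between in-plate DMSO and GW8510 controls; measured by: ADP-Glo luminescence; incubation: 60 min reaction, RT; benchmarks: DMSO and 20 µM GW8510; reagent: peptide substrate plus 25 µM ATP (final); medium: Tris/MgCl2 kinase buffer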
KCNQ1 act: potentiators or activators of KCNQ1 channel, primary screen, cell-based, thallium flux, high-throughput. B-score at 10 µM. CHO-K1 KCNQ1, thallium flux FluxOR fluorescence; active compounds read high. Potassium voltage-gated channel subfamily KQT member 1 (Homo sapiens), P51787. 310,000 compounds, 0.35% hits. AID 2648, 2010;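 active = fluorescence ratio B-score, a plate-corrected score, at least three library SD, with initial intensity B-score within 5 SD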
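System: Stable KCNQ1 CHO-K1 line | Incubation: 90 min dye loading and 20 min compound exposure, both at room temperature | Measure: Ratio B score | Medium: Assay buffer for compound exposure, DMSO matched across wells | Compound dosing: Single-concentration screen | Probe or stimulus: K+/Tl+ depolarizing stimulus | Measured by: Kinetic FluxOR fluorescence, 10 s baseline plus 110 s post-stimulus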
PolyA inh: polyadenylation inhibitors in yeast reporter cells, primary screen, luminescence, S. cerevisiae; 300,000 compounds, 0.02% hits; S. cerevisiae SKY197-pL101 polyadenylation reporter, beta-gal luminescence; efflux-impaired pdr1/pdr3 knockout yeast; score 100 = 6 SD above DMSO; calls only at 12 µM;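 active = lowest replicate activity score at least 50, where 100 means six control SD above control mean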;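 note: yeast exposed to compound for 9 h at 30 °C; higher score means more reporter readthrough which indicates perturbed polyadenylation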
GSK3 alpha inh: blockers of GSK3A enzyme activity – biochemical, luminescence, cell-free homogeneous, HTS, primary screen. GSK-3 alpha kinase, ADP-Glo luminescence, 60 min. inhibition, % at 10 µM. 320,000 compounds, 0.1% hits;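 in the data active = inhibition above about 50%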;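 note: GST-tagged GSK-3 alpha with peptide substrate and 25 µM ATP; 0% = DMSO neutral wells and 100% = GW8510 positive control wells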
Active calls of the source: *; i = inactive; . = not tested or not shown.

SMILES | KCNK3 inh | RGS4 pot | KCNK9 inh | hERG rescue | KCNQ1 block | Dyrk1A ADPGlo | RGS4 block | GSK3B inh | KCNQ1 act | PolyA inh | GSK3 alpha inh
O=c1c2cc([N+](=O)[O-])ccc2nc(CN2CCN(c3ccccn3)CC2)n1-c1ccccc1F | i | i | i | -7 | i | -4 | i | -2 | i | i | -2
O=C1CNC(=O)/C(=C/c2cccs2)N1 | i | i | i | -3 | i | 8 | i | -1 | i | i | 1
OC1(CNCc2cn[nH]c2-c2cc3ccccc3o2)CCCCC1 | i | i | i | -3 | i | 1 | i | -4 | i | i | 1
NS(=O)(=O)c1ccc(CCNC(=O)c2coc3ccccc3c2=O)cc1 | i | i | i | -3 | i | . | i | 1 | i | i | -1
COc1cc(/C=N/NC(=O)c2cccc([N+](=O)[O-])c2)ccc1O | i | i | i | -17 | i | . | i | -1 | i | i | -4
CC(=O)COC(=O)c1ccc2noc(-c3ccccc3)c2c1 | i | i | i | -8 | i | 6 | i | 5 | i | i | 10
CCN1CCN(c2cc(C)c3cc(NC(=O)CCC(=O)Nc4ccc(OC)cc4OC)ccc3n2)CC1 | i | i | i | -7 | i | 5 | i | 0 | i | i | 1
O=C(COC(=O)CCC1CCCC1)Nc1nc2c(F)c(F)c(F)cc2s1 | i | i | i | -10 | i | -6 | i | 0 | i | i | .
Cc1sccc1C1C(C#N)=C(N)SC(N)=C1C#N | . | i | i | -2 | i | . | i | 0 | i | i | 17
CCCn1nc(C(=O)N2CCCc3ccccc32)c2ccccc2c1=O | i | i | i | -8 | i | . | i | -2 | i | i | 0
Cc1onc(-c2ccccc2)c1C(=O)N1CCN(c2ncccc2C(F)(F)F)CC1 | i | i | i | -6 | i | -4 | i | 1 | i | i | -2
Oc1ccc(N=Nc2ccccc2)cc1 | i | i | i | -6 | i | -2 | i | -4 | i | i | -1
COc1ccc(N/C=C(\C#N)S(=O)(=O)c2ccc(Cl)cc2)c(OC)c1 | i | i | i | -3 | i | 2 | i | -1 | i | i | -1
O=C(Nc1cccc2ccccc12)N(CCO)C1CCS(=O)(=O)C1 (stereo not drawn) | i | i | i | -3 | i | 0 | i | 1 | i | i | -2
O=C(Nc1ccc2c(c1)OCO2)N1CCN(Cc2ccco2)CC1 | i | i | i | -4 | i | -2 | i | 0 | i | i | 2
Cc1cccc2cc(C(c3nnnn3Cc3ccc4c(c3)OCO4)N3CCCC3)c(=O)[nH]c12 (stereo not drawn) | i | i | i | -9 | i | -5 | i | 1 | i | i | 1
COc1ccccc1C1C(C(N)=O)=C(C)Nc2ncnn21 (stereo not drawn) | i | i | i | -13 | i | . | i | -1 | i | i | 0
CCOc1ccc(NC(=S)NCCCN2CCN(C3CCCCC3)CC2)cc1 | i | i | i | -4 | i | -12 | i | -2 | i | i | 3
COc1ccc(-c2cc(C(F)(F)F)nc(SCCC(=O)N3CCN4CCCC4C3)n2)cc1 (stereo not drawn) | i | i | i | -9 | i | 4 | i | -1 | i | i | -1
COc1ccc(-n2c(=O)c3c4c(sc3n(CC(=O)NCC3CCCO3)c2=O)CCCC4)c(OC)c1 (stereo not drawn) | i | i | i | -12 | i | -4 | i | -2 | i | i | 5

Copied from the listing, two compounds:
SMILES | KCNK3 inh | RGS4 pot | KCNK9 inh | hERG rescue | KCNQ1 block | Dyrk1A ADPGlo | RGS4 block | GSK3B inh | KCNQ1 act | PolyA inh | GSK3 alpha inh
O=c1c2cc([N+](=O)[O-])ccc2nc(CN2CCN(c3ccccn3)CC2)n1-c1ccccc1F | i | i | i | -7 | i | -4 | i | -2 | i | i | -2
O=C1CNC(=O)/C(=C/c2cccs2)N1 | i | i | i | -3 | i | 8 | i | -1 | i | i | 1

Further records.
SMILES | KCNK3 inh | RGS4 pot | KCNK9 inh | hERG rescue | KCNQ1 block | Dyrk1A ADPGlo | RGS4 block | GSK3B inh | KCNQ1 act | PolyA inh | GSK3 alpha inh
O=C(CSc1nc2ccccc2c(=O)[nH]1)c1cccs1 | i | i | i | -7 | i | 6 | i | 4 | i | i | 0
O=[N+]([O-])c1cccc(-c2cc3cccc[n+]3cc2-c2cccc([N+](=O)[O-])c2)c1 | i | i | i | -5 | i | 0 | i | 2 | i | i | -3
COc1ccc(CC(=O)Nc2nc(C(C)(C)C)cs2)cc1 | i | i | i | 1 | i | -4 | i | -2 | i | i | -2
Cc1c(C(=O)/C=C/N(C)C)nnn1-c1ccc(F)c(Cl)c1 | i | i | i | -8 | i | . | i | -1 | i | i | -1
CN1CCN(NC(=O)CN2C(=O)S/C(=C\c3c(Cl)cccc3Cl)C2=O)CC1 | i | i | i | -6 | i | 5 | i | 1 | i | i | 0
CC(C)C[C@H](NC(=O)CCn1nnc2ccccc2c1=O)C(=O)O | i | i | i | -8 | i | -6 | i | 2 | i | i | -3
NS(=O)(=O)c1cccnc1Nc1cccc(Cl)c1 | i | i | i | -11 | i | -1 | i | -3 | i | i | -1
CCN(CC)C(=O)c1[nH]cnc1C(=O)N[C@@H](CC(C)C)C(=O)OC(C)(C)C | i | i | i | -8 | i | . | i | 3 | i | i | -2
Cc1cccc(N2C(=O)C(CC(=O)Nc3cccc(F)c3)N(CCc3ccncc3)C2=O)c1 (stereo not drawn) | i | i | i | -10 | i | -7 | i | 0 | i | i | 5
O=C(Cc1nnc(NC(=O)Nc2ccc(F)cc2)s1)Nc1ccccc1 | i | i | i | -20 | i | -3 | i | -4 | i | i | 1
Cc1cccc(-n2nnc(C(=O)NCc3ccco3)c2N)c1 | i | i | i | -10 | i | 5 | i | -2 | i | i | 7
O=C(COC(=O)CNC(=O)c1cccc([N+](=O)[O-])c1)Nc1ccccc1OC(F)F | i | i | i | -8 | i | 3 | i | 3 | i | i | 1
CCOC(=O)N1CCN(C(=O)c2cccn3c(=O)c4c5c(sc4nc23)CCCC5)CC1 | i | i | i | -10 | i | -1 | i | -3 | i | i | 1
C=CCn1c(-c2ccc(F)cc2)n[nH]c1=S | i | i | i | -8 | i | 1 | i | -2 | i | i | 3
CCO[C@H]1OC(C(=O)NC2CC2)=C[C@@H](c2ccccc2)[C@@H]1CCCO | i | i | i | -2 | i | . | i | 1 | i | i | 1
CCN(C(=O)CN1CCN(c2ccccc2O)CC1)c1c(N)n(Cc2ccccc2)c(=O)[nH]c1=O | i | i | i | -5 | i | -5 | i | 1 | i | i | 0
O=C(CSc1ncnc2nc[nH]c12)c1ccc(Cl)cc1 | i | i | i | -14 | i | 14 | i | -1 | i | i | 4
CCC(CC)C(=O)N1CCCC(c2nc(-c3cccs3)no2)C1 (stereo not drawn) | i | i | i | -3 | i | 0 | i | -1 | i | i | -3
O=C(NC(NC(=S)Nc1ccc(Cl)cc1)C(Cl)(Cl)Cl)c1ccco1 (stereo not drawn) | i | i | i | -3 | i | -1 | i | -5 | i | i | 1
COc1cc(/C=C/C(=O)OCC(=O)N2CCC(Cc3ccccc3)CC2)ccc1O | i | i | i | -16 | i | 6 | i | 2 | i | i | -1
CN(C)c1ccc(C(=O)N2CCCC(N3CCN(Cc4ccc5c(c4)OCO5)CC3)C2)cc1 (stereo not drawn) | i | i | i | 0 | i | -2 | i | 1 | i | i | -2
CCN1C(=O)C(CC(=O)Nc2ccc(OC)cc2)N(Cc2cccs2)C1=S (stereo not drawn) | i | i | i | -6 | i | 4 | i | -22 | i | i | -2
CCOC(=O)C1C2C=CC3(CN(Cc4ccccc4)C(=O)C13)O2 (stereo not drawn) | i | i | i | -11 | i | 1 | i | -2 | i | i | -1
Cc1cc(C)c(OCC(=O)OC(C)C(=O)NC2CC2)c(C)c1 (stereo not drawn) | i | i | i | 1 | i | 6 | i | -1 | i | i | 4
COc1cc(-c2nc(-c3ccncc3)no2)cc(OC)c1OC | i | i | i | -1 | i | 2 | i | 2 | i | i | -1
Cc1cc(=O)oc2cc(OCc3cc4c(cc3Cl)OCO4)ccc12 | i | i | i | -10 | i | 3 | i | -3 | i | i | -6
CCc1nn(CC(=O)NCCCN2CCN(C)CC2)c(=O)c2cc3sc(C)cc3n12 | i | i | i | -7 | i | -2 | i | 2 | i | i | -2
CS(=O)(=O)c1ccc2nc(NC(=O)CCS(=O)(=O)c3ccccc3)sc2c1 | i | i | i | -11 | i | -4 | i | -6 | i | i | -5
O=C(CCS(=O)(=O)c1ccccc1)N1CCOCC1 | i | i | i | -18 | i | . | i | -1 | i | i | 0
Nc1nccnc1C(=O)OCC(=O)N1CCN(S(=O)(=O)c2ccc(Cl)cc2)CC1 | i | i | i | -9 | i | -4 | i | -2 | i | i | .
CN1C(=O)CC(C(=O)Nc2ccccc2F)SC1=Nc1ccc2c(c1)OCO2 (stereo not drawn) | i | i | i | -8 | i | -4 | i | -1 | i | i | 2
Cc1ccc2c(CC(=O)N(C)c3c(N)n(Cc4ccccc4)c(=O)[nH]c3=O)coc2c1 | i | i | i | -10 | i | -6 | i | -2 | i | i | -1
Cc1ccc(/C=C/C(=O)Nc2nnc(SCc3ccc(C#N)cc3)s2)o1 | i | i | i | -7 | i | 1 | i | -1 | i | i | 2
Cc1nc2ccc(NC(=S)N3CCCC3)cc2nc1C | i | i | i | 0 | i | 4 | i | -1 | i | i | -2
COCCOc1cc(N(CC(=O)N(C)C)S(=O)(=O)c2ccccc2)c(Cl)cc1Cl | i | i | i | -3 | i | -1 | i | 2 | i | i | -1

Only part of the results is shown, so the mix of outcomes need not match the whole.
